CXXC DNA block: blocks binding of human MLL CXXC domain to DNA; Q03164; MLL-CXXC / FITC-HOXA9 DNA fluorescence polarization; Potency, µM (titrated, usually from 115 µM), for the others: top-dose activity change, negative = inhibition, usual class: inhibitors; actives 0.037% (n = 290,000); active means well fitted inhibition curve with a large enough effect in the polarisation, with a control signal flat, not every such curve was filed as active; inconclusive means small, poorly fitted or top-dose-only effect, or effect the other way, or a change in a side signal; inactive means no such curve, though single readings can be large or run the other way; the % refers to the polarisation; further: potency means the concentration at half of the fitted maximal effect
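Fluorescence polarization: 7 uM MLL-CXXC (stock) preincubated 5 min with compounds, then 50 nM fluorescein-HOX-A9 DNA (stock) added; 30 min ambient. Buffer 50 mM Tris-HCl pH 7.5, 50 mM NaCl, 1 mM DTT, 0.05% BSA.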
TRPV1 ag: agonists of human vanilloid receptor 1 (TRPV1); Q8NER1; TRPV1-expressing cells, Fluo-8 calcium influx, agonist mode; activation, % at 8.33 µM; actives 0.19% (n = 320,000); AID 540275; in the data active means activation above about 80%; inconclusive means between about 30% and that limit; further: 0% is about no effect
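TRPV1-expressing cells were cultured overnight at 35.5C and loaded with Fluo-8 calcium dye for 40 to 90 min at room temperature. After a 10 s baseline, compound was added and calcium influx was read kinetically for 3 min (ex 480/em 520 nm).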
KCNH2 WT inh: inhibitors of human wildtype KCNH2 potassium channel; Q12809; U2OS, BacMam KCNH2, thallium flux FluxOr; hits give low values; activity change, % at 1.84 µM; actives 0.37% (n = 340,000); AID 720551;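 active means maximum activity change below -70%; inconclusive means maximum activity change between -70% and -50%; inactive means maximum activity change above -50%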; further: on the % scale 0 is the no-effect control and ±100 the full control effect
Target sequence (Q12809 whole entry, looked up): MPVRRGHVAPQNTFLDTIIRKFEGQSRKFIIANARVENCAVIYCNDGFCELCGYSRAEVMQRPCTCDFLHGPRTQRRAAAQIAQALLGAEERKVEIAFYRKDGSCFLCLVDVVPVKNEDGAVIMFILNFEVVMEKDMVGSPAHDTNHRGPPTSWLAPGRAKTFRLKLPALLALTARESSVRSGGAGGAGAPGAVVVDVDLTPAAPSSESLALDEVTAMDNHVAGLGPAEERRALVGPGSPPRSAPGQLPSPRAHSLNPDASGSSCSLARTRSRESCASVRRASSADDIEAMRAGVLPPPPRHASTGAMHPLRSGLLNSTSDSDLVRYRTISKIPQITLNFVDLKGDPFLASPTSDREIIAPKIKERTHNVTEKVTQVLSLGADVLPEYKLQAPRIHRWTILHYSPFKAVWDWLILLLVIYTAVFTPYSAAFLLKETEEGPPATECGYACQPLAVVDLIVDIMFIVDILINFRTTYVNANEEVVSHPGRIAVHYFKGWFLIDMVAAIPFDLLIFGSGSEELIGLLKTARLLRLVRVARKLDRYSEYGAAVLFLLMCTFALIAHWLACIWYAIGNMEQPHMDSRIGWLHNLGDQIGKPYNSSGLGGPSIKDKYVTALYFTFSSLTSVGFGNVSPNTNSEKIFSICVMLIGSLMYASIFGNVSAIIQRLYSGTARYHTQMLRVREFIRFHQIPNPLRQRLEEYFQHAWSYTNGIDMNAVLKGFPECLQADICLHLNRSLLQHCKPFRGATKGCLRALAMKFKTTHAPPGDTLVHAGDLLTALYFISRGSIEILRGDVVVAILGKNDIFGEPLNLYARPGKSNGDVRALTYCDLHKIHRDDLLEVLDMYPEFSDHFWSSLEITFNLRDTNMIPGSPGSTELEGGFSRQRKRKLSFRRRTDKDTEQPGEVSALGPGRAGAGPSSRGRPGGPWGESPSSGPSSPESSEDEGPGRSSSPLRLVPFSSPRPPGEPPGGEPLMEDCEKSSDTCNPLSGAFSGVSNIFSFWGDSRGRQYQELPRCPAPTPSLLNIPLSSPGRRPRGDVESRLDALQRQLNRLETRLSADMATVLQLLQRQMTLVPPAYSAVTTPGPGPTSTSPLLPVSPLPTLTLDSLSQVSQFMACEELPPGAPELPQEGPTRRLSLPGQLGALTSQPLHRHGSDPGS
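U2OS cells were transduced with wild-type KCNH2 virus (2.03 x 10^8 / mL) for 4 h at room temperature, then cultured overnight at 37 C. Thallium flux was read with FluxOr dye. Rate constants were normalized to DMSO controls.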
FBPA coupling cs: inhibits coupling enzyme system, counter-screen for aldolase hits | actives 0.67% (n = 290,000) | coupling enzyme system counterscreen, AmpLite Red fluorescence | activity change, negative = inhibition, % at 58.2 µM, hits read low; in the data active means activity change below about -30%; further: on the % scale 0 is the no-effect control and ±100 the full control effect
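First, compound is pin-transferred into glyceraldehyde-3-phosphate coupling-enzyme reagent at 57.5 uM final and held 10 min at RT. Next, substrate, coupling system and AmpLite Red are added. After 20 min RT, fluorescence (525/598 nm) is read.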
GALK inhibitor: blocks human galactokinase activity; Purified GALK, Kinase-Glo residual ATP luminescence; Potency, µM (titrated, usually from 57.5 µM), inactives show at the highest dose activity change, negative = inhibition, most hits filed as inhibitors; actives 0.007% (n = 270,000); AID 1868; further: potency means the concentration at half of the fitted maximal effect; on the % scale 0 is the no-effect control and ±100 the full control effect
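Quantitative HTS: GALK 5 nM, ATP 35 uM, galactose 100 uM, 1 h room temperature, then luciferase-based ATP detection.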
Menin-MLL TR inh: inhibitors of human menin-MLL interaction, mutant MLL peptide; O00255; Menin + Texas Red MLL mutant peptide, fluorescence polarization; Potency, µM (doses to about 61.6 µM), for inactives: top-dose FP activity change, negative = inhibition, usual class: inhibitors; actives 0.23% (n = 270,000); AID 1768; active means well fitted inhibition curve with a large enough effect in the polarisation, with a control signal flat, not every such curve was filed as active; inconclusive means small, poorly fitted or top-dose-only effect, or effect the other way, or a change in a side signal; inactive means no such curve, though single readings can be large or run the other way; the % refers to the polarisation; further: potency means the concentration at half of the fitted maximal effect; % of control where 0% means no effect; many of its hits are not listed in these tables
Giardia killer: kills Giardia lamblia; Giardia lamblia trophozoite viability; activity change, % at 7.66 µM, hits read low; actives 0.15% (n = 340,000); AID 540267; in the data active means activity change below about -80%; inconclusive means between about -30% and that limit;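 further: parasites exposed to compound for two days anaerobically before the ATP read; on the % scale 0 is the no-effect control and ±100 the full control effect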
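Luminescence from cellular ATP indicates surviving trophozoites (100 cells/well) following 48 hrs anaerobic compound treatment at 37 deg C; signal develops 15-30 min at room temperature.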
PKM2 activator: increases activity of human pyruvate kinase M2; Potency, µM (series often up to 57.5 µM), inactives show at the highest dose activation, hits mostly activators; actives 0.34% (n = 260,000); P14618; purified PKM2, Kinase-Glo ATP luminescence, activation; response scale: 0% is enzyme alone, no compound; further: potency means the concentration at half of the fitted maximal effect; on the % scale 0 is the no-effect control and ±100 the full control effect; nearly all actives have a fitted effect of over 55% in size
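Kinase-Glo luminescence reports ATP generated from ADP (0.1 mM) and PEP (0.5 mM) by purified hPK-M2 after 1 h at room temperature, pH 7.2 imidazole buffer; intermediate enzyme activity allows detecting inhibitors and activators.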
B2AR arrestin: beta2AR (human) beta-arrestin recruitment activity; P07550; beta-arrestin recruitment to beta2AR, cell-based reporter; Potency, µM (series often up to 46.1 µM), for inactives: at the highest dose activation, actives largely listed as activators; actives 0.02% (n = 330,000); AID 492947;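 further: potency means the concentration at half of the fitted maximal effect; 0% = DMSO controls and full agonism = EC100 isoproterenol or metaproterenol; nearly all actives have a fitted effect of over 65% in size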
USP2a block: inhibitors of human ubiquitin-specific protease USP2a | O75604 | USP2 core, Ub-CHOP2 coupled fluorogenic reporter, 485/531 | Potency, µM (series often up to 38.3 µM), inactives show at the highest dose activity change, negative = inhibition, hits mostly inhibitors | actives 0.01% (n = 330,000);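 further: potency means the concentration at half of the fitted maximal effect; plate controls were DMSO wells for no effect and full inhibition by NEM control for full effect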
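Deubiquitinase activity read as fluorescence (485/531 nm) after Ub-CHOP2 cleavage activates the enterokinase reporter on its substrate; USP2 core 10nM, Ub-CHOP2 and substrate 25nM each, 30min compound preincubation then 60min RT; data normalized to NEM, curves fitted.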
KCNH2 3.1 block: inhibitors of human KCNH2 3.1 potassium channel isoform; U2OS KCNH2 3.1, thallium flux FluxOr; hits give low values; activity change, % (tested at about 1.8 µM); actives 0.95% (n = 340,000);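 active means maximum activity change below -70%; inconclusive means maximum activity change from -70% to -50%; inactive means maximum activity change above -50%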;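 further: thallium influx rate constant from kinetic fluorescence after stimulation buffer; on the % scale 0 is the no-effect control and ±100 the full control effect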
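Kinetic fluorescence (2 min after stimulation buffer) measures Tl+ influx through KCNH2 3.1 expressed by viral transduction in U2OS cells; the rate constant is normalized against DMSO controls serving as positive and negative references.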
Starred values were filed as active, the others as inactive; ? = inconclusive; nt = no result given; [ ] = another dose, or the depositor's remark. Unless noted, the call rests on the fitted dose curve; in most records, active means well fitted curve in the direction sought with a large enough effect; inconclusive means small, poorly fitted or top-dose-only effect, or another doubt; inactive means no such curve, though single readings can be large; an effect the other way counts as inactive or inconclusive.

SMILES	CXXC DNA block	TRPV1 ag	KCNH2 WT inh	FBPA coupling cs	GALK inhibitor	Menin-MLL TR inh	Giardia killer	PKM2 activator	B2AR arrestin	USP2a block	KCNH2 3.1 block
CCOc1ccc(C(=O)Nc2ncccc2Cl)cc1	7%	?	nt	1	1%	-3%	-7	-2%	0.4%	-3%	15
COc1cc(OC)c(CN2CCCN(C)CC2)cc1Br	-9%	5	4	1	3%	-4%	4	2%	0.5%	-1%	-3
O=C1CNC(=S)N1Cc1ccc(F)cc1	3%	-6	-9	0	3%	1%	21	nt	-0.4%	0%	4
CC(=O)c1ccc(N2CCN(c3ccc(S(=O)(=O)N4CCN(C)CC4)cn3)CC2)cc1	-5%	1	20	2	2%	-1%	-9	0%	-0.6%	1%	-22
CCC(C(=O)O)n1nnc(-c2ccc(OCc3ccccc3)c(OC)c2)n1 (stereo not given)	1%	3	nt	-1	0%	-20%	nt	0%	-0.6%	1%	nt
CCOC(=O)c1oc2ccccc2c1CSc1nnc(-c2ccco2)o1	-2%	29	-2	-6	-2%	-2%	6	4%	-0.4%	-6%	3
O=C(NC1CCCC1)c1cccnc1N1CCCCCC1	-10%	2	5	2	3%	39%[activator]	-7	9%	0.5%	-1%	2
CCOC(=O)C1CCN(C(=O)Cn2cccc2C(=O)c2ccccc2)CC1	-1%	2	-2	-2	-2%	-1%	18	8%	-1.1%	4%	-6
CCN(CC(=O)Nc1c(F)cccc1F)C(=O)CCc1ccc(OC)cc1	-3%	0	2	-3	-2%	2%	2	-3%	0.0%	2%	-10
CCOc1ccc(C(=O)/C=C/c2ccccc2C(F)(F)F)cc1	6%	10	5	1	-1%	2%	5	-2%	-0.2%	3%	8
COc1ccc(C)cc1NC(=O)Nc1cnccn1	-17%	0	-3	0	0%	-6%	-18	9%	-0.9%	-2%	11
COc1cccc(/C=C2/SC(=O)N(C)C2=O)c1OCc1ccc(C(=O)O)cc1	-23%	-1	-14	21	-1%	24%	0	-1%	-1.2%	2%	1
COc1ccc(OCC(=O)Nc2ccccc2C(=O)NC2CC2)cc1	nt	5	-4	nt	nt	nt	3	nt	0.1%	-1%	-5
O=C(Nc1ccc(OC(F)(F)F)cc1)Nc1cccnc1	0%	nt	4	-1	0%	nt	-8	0%	-0.8%	-1%	-28
CC1(C)CC(=O)c2cc(OCC(=O)NCCN3CCOCC3)ccc2O1	2%	5	-15	-1	1%	-3%	12	6%	0.3%	3%	3
CCOC(=O)C1CCN(C(=O)COC(=O)c2ccc3[nH]c4c(c3c2)CCCC4)CC1	nt	0	0	nt	nt	nt	4	nt	-0.7%	-1%	5
O=C(O)c1cn(-c2ccc(F)cc2)c2cc(N3CCNCC3)c(F)cc2c1=O	-2%	nt	-10	1	nt	-23%	27	nt	nt	nt	6
CC1=NN(c2nc(-c3ccc(C)cc3)cs2)C(=O)C1N=Nc1ccccc1O (stereo not given)	?	-2	6	1	4%	?	-14	-5%	-0.1%	0%	0
COc1ccc(Cl)cc1NC(=O)CN(C)C(=O)/C=C/c1ccco1	nt	nt	0	nt	nt	nt	-14	nt	-0.2%	2%	2
O=C(CC(NS(=O)(=O)c1ccc(Cl)cc1)c1ccco1)NCc1cccnc1 (stereo not given)	4%	0	12	-2	0%	-14%	-12	1%	-0.6%	1%	15
CN(C)S(=O)(=O)c1ccc(C(=O)N2CCN=C2SCc2cccnc2)cc1	4%	18	-13	-2	1%	-5%	20	3%	0.0%	-7%	-8
Cn1c(=O)cc(OCC(=O)N2CCCc3ccccc32)c2ccccc21	-5%	2	14	5	-2%	-2%	9	-5%	0.1%	1%	-23
COc1ccc(-n2c(SCC(=O)NCC3CCCO3)nc3ccccc32)cc1 (stereo not given)	-1%	20	2	2	2%	?	12	2%	-1.6%	6%	8
O=C(Nc1ccc(C#Cc2ccccc2)cc1)C1CC1	1%	4	3	0	-9%	?	2	-5%	0.0%	0%	-17
COc1ccccc1C(CNC(=O)c1cc(C)nc2ccccc12)N(C)C (stereo not given)	-3%	-2	1	4	6%	-2%	-18	nt	0.0%	-1%	1

The final 4 entries of the part before lead into the next.
SMILES	CXXC DNA block	TRPV1 ag	KCNH2 WT inh	FBPA coupling cs	GALK inhibitor	Menin-MLL TR inh	Giardia killer	PKM2 activator	B2AR arrestin	USP2a block	KCNH2 3.1 block
Cn1c(=O)cc(OCC(=O)N2CCCc3ccccc32)c2ccccc21	-5%	2	14	5	-2%	-2%	9	-5%	0.1%	1%	-23
COc1ccc(-n2c(SCC(=O)NCC3CCCO3)nc3ccccc32)cc1 (stereo not given)	-1%	20	2	2	2%	?	12	2%	-1.6%	6%	8
O=C(Nc1ccc(C#Cc2ccccc2)cc1)C1CC1	1%	4	3	0	-9%	?	2	-5%	0.0%	0%	-17
COc1ccccc1C(CNC(=O)c1cc(C)nc2ccccc12)N(C)C (stereo not given)	-3%	-2	1	4	6%	-2%	-18	nt	0.0%	-1%	1
COc1cc(C=O)c(Br)cc1OCC(=O)NCCc1ccccc1	21%	1	14	0	1%	4%	2	-6%	0.5%	0%	-2
Cc1[nH][nH]c(=O)c1C=NCc1ccc(Cl)cc1	0%	6	5	2	1%	4%	17	4%	-0.2%	1%	11
Nc1nc(NC(=O)c2ccccc2Cl)nn1-c1ccccc1	-5%	-2	-5	2	0%	nt	17	2%	-0.1%	9%	-2
O=S(=O)(c1ccccc1)c1ccc(N2CCCCCC2)cc1	5%	20	-10	0	-8%	13%	-1	3%	-0.7%	2%	-5
CCOC(=O)Nc1ccc2c(c1)N(C(=O)CN1CCN(CCO)CC1)c1ccccc1CC2	1%	-6	-6	4	1%	-12%	-5	-3%	-0.5%	0%	-2
O=C(CN(Cc1ccccc1)S(=O)(=O)c1ccc2c(c1)OCCO2)N/N=C/c1ccc(F)cc1	6%	4	-16	-1	nt	-22%	-5	3%	-0.1%	-2%	-10
Cc1cccc(NC(=O)CN(CC2CCCO2)C(=O)c2cc3ccccc3o2)c1C (stereo not given)	nt	-1	-10	nt	nt	nt	10	nt	-0.2%	0%	-8
COc1cc2c(cc1OC)CN(CC(=O)Nc1ccc3c(c1)OC(F)(F)O3)CC2	3%	?	-3	2	0%	-10%	3	3%	-0.2%	0%	6
Cc1ccc2nc3c(c(C(=O)O)c2c1)CCC3	-5%	-3	10	-4	-1%	-12%	-1	4%	-1.0%	3%	19
CCN1CCN(C(=O)C2CCN(C(=O)c3cc4sccc4n3CC)CC2)CC1	-3%	-5	-1	1	2%	5%	-5	-9%	-0.3%	-1%	8
CCCNC(=O)C1CC(=O)N(c2ccc(OCC(=O)Nc3cc(C)cc(C)c3)cc2)C1 (stereo not given)	14%	-1	-6	4	2%	-12%	2	-3%	0.4%	1%	9
CCOc1ccc(NC(=O)CN(C)C(=O)CCNC(=O)c2ccc(Br)cc2)cc1OCC	nt	3	6	nt	nt	nt	-4	nt	-0.2%	7%	0
Nc1ccccc1SCC(=O)Nc1ccc(N2CCOCC2)cc1	5%	0	-7	1	0%	-11%	11	0%	8.7%	3%	6
CC(=O)Nc1ccc(S(=O)(=O)N2CCSC2)cc1	-14%	3	-8	1	-1%	-21%	-5	3%	-0.6%	2%	1
Cc1ccc(C)c(S(=O)(=O)N2CCN(C(=O)C3CCN(C(=O)c4ccc(F)cc4)CC3)CC2)c1	nt	-5	14	nt	nt	nt	-22	nt	0.5%	4%	-6
CC(C)NS(=O)(=O)c1ccc(CCC(=O)Nc2ccc3c(c2)OCCO3)cc1	-14%	-2	-1	2	-2%	-15%	3	10%	0.8%	2%	-8
CCOc1ccc(C(=O)Nc2cc3c(cc2N2CCCC2)n(CC)c(=O)n3CC)cc1OCC	13%	-1	0	-10	7%	-18%	40[activator]	3%	0.0%	0%	-13

Pulled by structure from above (3):
SMILES	CXXC DNA block	TRPV1 ag	KCNH2 WT inh	FBPA coupling cs	GALK inhibitor	Menin-MLL TR inh	Giardia killer	PKM2 activator	B2AR arrestin	USP2a block	KCNH2 3.1 block
Cc1cccc(NC(=O)CN(CC2CCCO2)C(=O)c2cc3ccccc3o2)c1C (stereo not given)	nt	-1	-10	nt	nt	nt	10	nt	-0.2%	0%	-8
Cc1ccc(C)c(S(=O)(=O)N2CCN(C(=O)C3CCN(C(=O)c4ccc(F)cc4)CC3)CC2)c1	nt	-5	14	nt	nt	nt	-22	nt	0.5%	4%	-6
Cc1[nH][nH]c(=O)c1C=NCc1ccc(Cl)cc1	0%	6	5	2	1%	4%	17	4%	-0.2%	1%	11

Not all compounds are listed (hit frequency here may not be typical).
